Assay outcomes from PubChem BioAssay.
HTT cytoprotect: Huntington cell model cytoprotection by ATP luminescence; PC12 HTT-Q103 induced, cytoprotection, ATP luminescence, 40 h; Potency, µM (top dose mostly 56.4 µM), for inactives: cytoprotection (ATP increase), usual class: activators; AID 1471; actives 0.14% (n = 230,000);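 further: % of control where 0% means no effect; nearly all actives have a fitted effect of over 45% in size; toxic huntingtin expression switched on by the ecdysone agonist tebufenozide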
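Cells were plated at 1500 per well in phenol red-free DMEM with 5% equine and 5% calf serum. Tebufenozide (100 nM final) and compounds were added, then ATPlite reagent, and luminescence was read.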
GoLoco inh red: RGS12 GoLoco-Gai1 interaction inhibition | Gai1:RGS12 GoLoco peptide FP, rhodamine, 10 min | actives 0.44% (n = 230,000) | AID 880 | Potency, µM (titrated, usually from 61.6 µM), for the others: at the top dose activity, negative = inhibition, actives largely listed as inhibitors; active means well fitted inhibition curve with a large enough effect, not every such curve was filed as active; inactive means no such curve, though single readings can be large or run the other way; further: on the % scale 0 is the no-effect control and ±100 the full control effect; nearly all actives have a fitted effect of over 30% in size; many of its hits are not listed in these tables
Target sequence (P63096 whole entry, looked up): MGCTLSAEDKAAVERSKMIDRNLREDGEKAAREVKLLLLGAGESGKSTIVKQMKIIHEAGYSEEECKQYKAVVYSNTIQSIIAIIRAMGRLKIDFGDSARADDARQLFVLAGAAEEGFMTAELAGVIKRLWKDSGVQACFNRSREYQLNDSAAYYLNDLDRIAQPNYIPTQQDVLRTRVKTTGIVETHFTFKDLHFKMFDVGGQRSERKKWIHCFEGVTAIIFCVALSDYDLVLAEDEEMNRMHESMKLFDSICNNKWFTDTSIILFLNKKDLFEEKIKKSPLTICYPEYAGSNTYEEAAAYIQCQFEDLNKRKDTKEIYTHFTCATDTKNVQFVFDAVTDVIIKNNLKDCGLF
GAA glycogen: inhibitors or activators of human alpha-glucosidase glycogen cleavage; recombinant GAA, glycogen substrate, Amplex Red glucose oxidase fluorescence; Potency, µM (top dose mostly 76.4 µM), without a hit: top-dose activity change, negative = inhibition, actives largely listed as inhibitors; actives 0.38% (n = 300,000);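 further: 0% = full enzyme reaction and -100% = no-enzyme basal signal; the screen sought inhibitors and activators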
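Recombinant human alpha-glucosidase (4 nM final) hydrolysed bovine liver glycogen (30 ug) for 40 min at 37 C in pH 5.0 citrate/phosphate with 0.01% Tween-20. Released glucose detected by glucose oxidase/Amplex Red, Ex 573/Em 610 nm. Compounds up to 77 uM; AC50 from Hill fits.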
GAA spleen mod: inhibits or activates alpha-glucosidase in human spleen homogenate; P10253; human spleen homogenate, 4-MU-alpha-glucoside fluorescence; Potency, µM (top dose mostly 79.9 µM), for inactives: at the top dose activity change, negative = inhibition, actives largely listed as inhibitors; actives 0.006% (n = 240,000);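 further: 0% = enzyme with vehicle and -100% = no enzyme basal signal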
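Enzyme source: human spleen homogenate, 1 ug/well. Buffer 50 mM citric acid/K phosphate pH 5.0, 0.01% Tween-20. 4-MU-alpha-glucoside 1 mM; 37 C x 40 min; NaOH/glycine stop; fluorescence.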
IMPase Li cell: cell-permeable IMPase inhibitors with lithium potentiation; CHO-M1 cells, IP1 TR-FRET (IP-One), carbachol + lithium; Potency, µM (top dose mostly 59.4 µM), inactives show at the highest dose activity, negative = IMPase inhibition, most hits filed as inhibitors; actives 0.35% (n = 210,000);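 further: IP1 builds up when IMPase is blocked and the TR-FRET signal falls; plate controls were basal vehicle for no effect and high inhibitor control for full effect; nearly all actives have a fitted effect of over 50% in size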
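Test compounds were applied to CHO-M1 cells previously cultured for 16–30 h at 2000 per well. A small lithium amount accompanied them; after 30 min at 37C, IP1 was quantified by TR-FRET.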
GAA inhib: alpha-glucosidase (human) inhibition | P10253 | purified human GAA, 4-MU-alpha-glucoside fluorescence | Potency, µM (top dose mostly 76.9 µM), for the others: at the highest dose activity change, negative = inhibition, actives largely listed as inhibitors | actives 0.005% (n = 200,000) | AID 1466;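 further: plate controls were uninhibited enzyme wells for no effect and no-enzyme background for full effect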
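Fluorogenic assay: 4 nM human alpha-glucosidase with 400 uM 4-methylumbelliferyl-alpha-D-pyranoside in 50 mM citrate/phosphate, 0.005% Tween-20, pH 5.0, 20 min at room temperature. Compounds tested up to 77 uM; AC50 from Hill fits.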
HTT aggregate: reduces HttQ103-GFP aggregates in PC12 cells; AID 1688; actives 1.1% (n = 220,000); Potency, µM (doses to about 46.1 µM), for inactives: top-dose activity change, negative = inhibition, most hits filed as inhibitors; PC12 HttQ103-GFP aggregates, Acumen cytometry, 40 h; further: on the % scale 0 is the no-effect control and ±100 the full control effect; nearly all actives have a fitted effect of over 60% in size
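Quantitative HTS on tebufenozide-induced (100 nM) PC12 cells stably expressing polyQ103 Huntingtin exon 1–GFP. Reduction of bright GFP aggregates, detected by laser scanning cytometry after lysis, identified actives across the titration.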
* = called active by the depositor; ? = inconclusive; . = not tested or not shown; & = joins results of further samples; [ ] = dose if it differs, or a comment. Unless noted, the call rests on the fitted dose curve; in most records, active means well fitted curve in the direction sought with a large enough effect; inconclusive means small, poorly fitted or top-dose-only effect, or another doubt; inactive means no such curve, though single readings can be large; an effect the other way counts as inactive or inconclusive. Potency means the concentration at half of the fitted maximal effect. This is a subset (hit frequency here may not be typical).

entry	Structure	HTT cytoprotect	GoLoco inh red	GAA glycogen	GAA spleen mod	IMPase Li cell	GAA inhib	HTT aggregate
1	COC(=O)c1ccc(C(NC(=O)OCc2ccccc2)/C(=C/[C@@H](C)C(=O)N[C@@H](CO)Cc2ccccc2)c2cccnc2)cc1 (stereo partly drawn)	5%	6%	.	7%	-1%	.	.
2	Cc1csc(NC(=O)Cc2ccccc2[N+](=O)[O-])n1	16%[10 µM]	10%	6%	0%	1%	2%	4%
3	CSc1ccccc1C(=O)Nc1c(C)cccc1C	11%[10 µM]	2%	2%	0%	-4%	.	4%[9.22 µM]
4	CC1(C)Oc2ccccc2OC1(O)c1ccc2ccccc2n1 (stereo not drawn)	.	1%	1%	-6%	9%	-13%	?
5	CCSc1nc2nc(C)cc(C)n2n1	4%	8%	1%	4%	-1%[38.3 µM]	0%	4%
6	CC(C)c1ccc(C2NC(=O)CCC2[N+](=O)[O-])cc1 (stereo not drawn)	-2%[10 µM]	15%	17%	0%	6%	1%	10%[9.22 µM]
7	Cn1c(=O)cc(OCCCC(=O)N2CCCCC2)c2ccccc21	37%[1.9 µM]	3%	0%	2%	8%	?	20%
8	Cc1ccc(-n2c(SCC(=O)NNC(=S)Nc3ccccc3)nc3ccccc3c2=O)cc1	9%[10 µM]	4%	1%	-3%	-7%	2%	16%
9	Cc1cc(C)nc(SCNC(=O)c2ccccc2)n1	-15%[10 µM]	-10%	-9%	-8%	8%	1%	-15%
10	CCN1C(=O)C(C(=O)NC(C)c2ccccc2)C2CC1(C)Oc1ccccc12 (stereo not drawn)	-3%[10 µM]	-2%	-9%	3%	-5%	-5%	-2%
11	COC(=O)[C@H](C)NC(=O)NC1CCN(Cc2ccccc2)CC1	1%	-1%	1%	6%	18%[38.3 µM]	3%	4%
12	O=[N+]([O-])c1ccc(OCCOc2ccccc2/C=N/n2cnnc2)cc1	-42%	-28%	15%	15%	-2%	12%	4%[9.22 µM]
13	Cc1nc(C(Cl)(Cl)Cl)nc2[nH]ccc(=O)c12	-34%	3%	-9%	-15%	16%	5%	9%[9.22 µM]
14	Cn1ccnc1SCC(=O)c1ccc(O)cc1	6%[10 µM]	0%	4%	-3%	.	1%[15.4 µM]	-3%[9.22 µM]
15	COC(=O)c1c(NC(=O)CN2CCN(c3ccccc3Cl)CC2)sc(C)c1C	-4%[10 µM]	9%	14%	-2%	14%	-7%	-14%
16	CCOc1ccc(CNC(=O)C2CCC(=O)N2C2CCCC2)cc1OC (stereo not drawn)	-13%	9%	6%	-4%	-8%[38.3 µM]	1%	6%
17	O=S(=O)(Nc1ccc(-n2cccc2)cc1)c1ccc(F)cc1	-43%[inhibitor]	-3%	-6%	1%	14%	-7%	-11%
18	CCOC(=O)c1cc(OC(=O)c2cccc([N+](=O)[O-])c2)n(-c2ccccc2)n1	-4%	7%	-3%	-6%	19%[38.3 µM]	-4%	-1%
19	CO/N=C(/CNC(=O)c1ccc(Cl)cc1Cl)c1ccc(Cl)cc1	1%	4%	11%	-6%	4%[38.3 µM]	4%	10%
20	Cc1cnc(CN2CCc3c([nH]c4ccccc34)C2C2CCCCC2)[nH]1 (stereo not drawn)	15%[10 µM]	3%	-12%	-3%	0%	9%	-5%[9.22 µM]
21	O=C(COC(=O)c1ccc([N+](=O)[O-])s1)NC(=O)NCc1ccccc1	-40%	3%	-3%	.	-17%	-11%	-2%
22	COc1ccc(C2SCCN2C(=S)Nc2ccc(F)cc2)cc1 (stereo not drawn)	17%[10 µM]	7%	10%	-2%	7%	-11%	-8%
23	Cc1nc2ccccc2nc(=O)c1NNc1ccc([N+](=O)[O-])cc1	-23%[10 µM]	4%	-6%	-7%	11%	.	3%[9.22 µM]
24	CCCCNC(=O)/C=C/c1cccs1	13%[0.074 µM]	8%	1%	-3%	3%	6%	?
25	CCCCCCC1CCC(C(=O)N2CCOCC2)CC1 (stereo not drawn)	-4%	3%	5%	.	9%	0%	?
26	CCOC(=O)N1CCC(N(CCN(C)C)C(=S)Nc2cc(C)ccc2C)CC1	5%[10 µM]	-4%	-10%	-5%	1%	-6%	10%
27	Cc1ccc(/C(=N/Nc2nc3ccccc3s2)C2=C(O)c3ccccc3C2=O)cc1	.	4%	-23%	2%	0%	4%	15%
28	Cc1ccc(C(=O)NCCOc2cccc3cccnc23)cc1Cl	-19%	1%	-1%	-4%	0%	6%	-14%
29	O=C(N/N=C/c1ccc([N+](=O)[O-])o1)c1ccc(O)cc1	.	12%	-3%	6%	28%	?	6%
30	CCCS(=O)(=O)N1CCC(C(=O)NCCC(C)C)CC1	-19%	-28%	7%	4%	0%	3%	11%
31	CC(C)Cn1c(N)c(C(=O)COC(=O)c2ccc(Cl)cc2)c(=O)n(C)c1=O	-15%	1%	5%	-1%	11%	-15%	-20%
32	NC(=NC(=O)c1cccc(C(F)(F)F)c1)c1ccc(C(F)(F)F)cn1	11%[10 µM]	9%	-11%	1%	.	.	17%[9.22 µM]
33	CCOc1cc(/C=C2/C(=O)N(c3ccccc3)N=C2C)ccc1OC(=O)c1cccs1	-5%	9%	-26%	-5%	7%[38.3 µM]	?	20%
34	Cc1oc(-c2ccccc2F)nc1CN1CCC(C(=O)NCc2cccnc2)CC1	0%	22%	0%	-2%	5%[38.3 µM]	-4%	-10%
35	Cc1ccc(-c2nc(NCc3ccco3)c3ccccc3n2)cc1	.	8%	1%	-9%	6%	-9%	?
36	Cc1ccc(C(=O)Nc2ccc3nc(C)sc3c2)s1	-28%	10%	5%	0%	19%[38.3 µM]	0%	8%

Structural class, the entries above containing an NH in an aromatic ring.
entry	Structure	HTT cytoprotect	GoLoco inh red	GAA glycogen	GAA spleen mod	IMPase Li cell	GAA inhib	HTT aggregate
13	Cc1nc(C(Cl)(Cl)Cl)nc2[nH]ccc(=O)c12	-34%	3%	-9%	-15%	16%	5%	9%[9.22 µM]
20	Cc1cnc(CN2CCc3c([nH]c4ccccc34)C2C2CCCCC2)[nH]1 (stereo not drawn)	15%[10 µM]	3%	-12%	-3%	0%	9%	-5%[9.22 µM]

Single values from above:
GAA glycogen with cpd 25 is entered as 5%
GoLoco inh red with cpd 34 is entered as 22%

More structures
entry	Structure	HTT cytoprotect	GoLoco inh red	GAA glycogen	GAA spleen mod	IMPase Li cell	GAA inhib	HTT aggregate
37	CCNC(=S)N(Cc1ccccc1)Cc1nc2ccccc2c(=O)[nH]1	-1%[10 µM]	-2%	9%	2%	9%	10%	-19%
38	O=[N+]([O-])c1cc(Cl)cc(/C=N/NC(=S)Nc2ccc(S(=O)(=O)N3CCOCC3)cc2)c1O	24%[10 µM]	73%[activator]	-22%	-4%	.	.	3%[9.22 µM]
39	COc1cccc(OCCc2c(C)n[nH]c2C)c1	6%	-3%	-12%	-5%	1%[38.3 µM]	-2%	-8%
40	CCn1cnc2cc(NCc3nc4ccccc4n3C)ccc21	-110%[inhibitor][0.074 µM]	3%	?	-4%	17%[38.3 µM]	-8%	?
41	CCCn1c(=O)c2c(C(F)(F)F)cc(-c3ccco3)nc2n(CCC)c1=O	-2%	1%	-13%	-5%	23%[38.3 µM]	?	0%
42	Cc1cc2nc(-c3ccc(SCC(=O)Nc4ccc(S(=O)(=O)N5CCCC5)cc4)nc3)[nH]c2cc1C	-18%[10 µM]	87%[activator]	12%	-3%	?	11%	26%
43	COc1cc(C(=O)Nc2sc3c(c2C(=O)NCc2ccco2)CCCC3)cc(OC)c1OC	-4%[10 µM]	5%	7%	-3%	32%[activator][38.3 µM]	?	2%
44	C(=N\Nc1nc2ccccc2s1)/c1ccccn1	-94%[inhibitor][10 µM]	-4%	-12%	-4%	.	.	-45%[9.22 µM]
45	Cc1ccc(NC(=O)CCn2ccc([N+](=O)[O-])n2)nc1	.	9%	2%	-15%	-1%	-2%	4%
46	Cc1nn(CC(=O)N(C)C)c(=O)c2ccccc12	5%[10 µM]	1%	-15%	1%	1%[38.3 µM]	-1%	17%
47	CCCCOc1ccccc1C1C(C(=O)OC)=CN(CC)C=C1C(=O)OC	-2%	10%	-10%	?	-3%[38.3 µM]	?	-15%
48	Cc1ccc(NC(=O)CSc2nc3ccccc3c(=O)n2Cc2cccs2)cc1	?	-4%	10%	3%	13µM*	-4%	1%
49	Cc1ccc(NC(=O)COC(=O)CCc2c[nH]c3ccccc23)cc1[N+](=O)[O-]	0%[10 µM]	-5%	-5%	-4%	6%	8%	11%
50	Cc1onc(-c2ccccc2Cl)c1C(=O)OCc1cnc(Cl)s1	.	0%	19%	-7%	18%	1%	7%
51	Cc1ccc(-c2nn(-c3ccccc3)cc2CO)o1	-14%[10 µM]	-12%	5%	-10%	-12%	1%	-9%
52	Cc1cccc(NC(=O)c2ccccc2OCC(=O)N2CCOCC2)c1C	-8%	1%	-5%	-6%	24%[38.3 µM]	?	8%
53	CCn1c(SCc2nc(-c3ccc(OC)c(OC)c3)no2)nnc1-c1cccs1	-3%[10 µM]	6%	-5%	0%	36%[activator][38.3 µM]	-9%	?
54	CC(=O)OCC(COC(C)=O)OC(C)=O	?	4%&10%&10%	.	-13%&0%	-5%&-11%	.	-3%
55	CN(C)CCCN1C(=O)C(=O)/C(=C(/O)c2ccncc2)C1c1ccccc1 (stereo not drawn)	-8%[0.074 µM]	-17%	-10%	0%	9%[38.3 µM]	-15%	-6%[9.22 µM]

One compound at a time (already shown). Values in the order: HTT cytoprotect, GoLoco inh red, GAA glycogen, GAA spleen mod, IMPase Li cell, GAA inhib, HTT aggregate
Record of CC(C)Cn1c(N)c(C(=O)COC(=O)c2ccc(Cl)cc2)c(=O)n(C)c1=O = -15%, 1%, 5%, -1%, 11%, -15%, -20%
Record of O=[N+]([O-])c1ccc(OCCOc2ccccc2/C=N/n2cnnc2)cc1 = -42%, -28%, 15%, 15%, -2%, 12%, 4%[9.22 µM]
Record of COC(=O)[C@H](C)NC(=O)NC1CCN(Cc2ccccc2)CC1 = 1%, -1%, 1%, 6%, 18%[38.3 µM], 3%, 4%
Record of CC1(C)Oc2ccccc2OC1(O)c1ccc2ccccc2n1 (stereo not drawn) = ., 1%, 1%, -6%, 9%, -13%, ?
